Screening results from PubChem.
GAA glycogen mod – alters human alpha-glucosidase cleavage of glycogen. P10253. recombinant GAA, glycogen substrate, Amplex Red glucose oxidase fluorescence. Potency, µM (highest dose often 76.4 µM), for inactives: at the highest dose activity change, negative = inhibition, usual class: inhibitors. hit rate 0.38% among 300,000; active = well fitted inhibition curve with a large enough effect; inconclusive = small, poorly fitted or top-dose-only effect, or another doubt; inactive = no such curve, though single readings can be large or run the other way;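 note: 0% = full enzyme reaction and -100% = no-enzyme basal signal; the screen sought inhibitors and activators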
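Recombinant human alpha-glucosidase (4 nM final) hydrolysed bovine liver glycogen (30 ug) for 40 min at 37 C in pH 5.0 citrate/phosphate with 0.01% Tween-20. Released glucose detected by glucose oxidase/Amplex Red, Ex 573/Em 610 nm. Compounds up to 77 uM; AC50 from Hill fits.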
* = called active by the depositor; ? = inconclusive; & = joins results of further samples; [ ] = another dose, or the depositor's remark. Potency is the fitted concentration of half-maximal effect. An excerpt; count on the stated rates, not on these rows.

SMILES | GAA glycogen mod
CC(=O)c1nn(-c2ccc(Cl)cc2)c(=O)[nH]c1=O | -3%
COc1cc2c(cc1OC)C(c1cccc([N+](=O)[O-])c1)=NCC2 | -4%[76.3 µM]
O=C(Nc1cccc(F)c1)c1cccnc1 | -5%[76.3 µM]
CCOc1ccc(S(=O)(=O)N2CCN(Cc3ccc4c(c3)OCO4)CC2)cc1OCC | -1%
COc1cc(/C=N\NC(C)=O)ccc1OC/C=C/c1ccccc1 | -2%[76.3 µM]
C=CCn1cnc2c(oc3ccccc32)c1=O | -3%
Cc1cccc(NC(=S)NC(=O)c2ccco2)c1C | -8%[76.3 µM]
COc1ccc(CN(C)CC(=O)N2CCc3ccccc3C2)cc1 | -12%
O=C(O)CCN1C(=O)c2ccc(NC(=O)CCc3ccccc3)cc2C1=O | -10%[76.3 µM]
O=C(NC1CCS(=O)(=O)C1)c1ccc(S(=O)(=O)N2CCCC2)cc1 (centres undefined) | 0%[76.3 µM]
S=c1[nH]nc(C2CCCCC2)n1/N=C/c1cccc(Br)c1 | 1%
Cc1noc(C)c1COc1ccc(C(=O)N2CCCC(C(N)=O)C2)cc1 (centres undefined) | -5%[76.3 µM]
O=C(CN1C(=O)NC2(CCCC2)C1=O)N1CCN(S(=O)(=O)c2ccccc2F)CC1 | -3%[76.3 µM]
CCOc1cc(/C=C2\SC(N3CCCC(C)C3)=NC2=O)ccc1O (centres undefined) | -2%
CCOc1ccccc1NCc1cc(=O)oc2cc(C)ccc12 | 6%
CC1CCC(NC(=O)C2CC(=O)N(c3ccc(Cl)cc3)C2)CC1 (centres undefined) | -4%[76.3 µM]
CCN(CC)c1ccc(/C=N/NC(=O)c2nnn(-c3nonc3N)c2-c2ccc(C)cc2)cc1 | -21%[76.3 µM]
Cc1cccc(S(=O)(=O)NCCNS(=O)(=O)c2cccc(C)c2)c1 | 1%
O=S(=O)(c1ccc(F)cc1)N1CCC(n2cnc3ccccc32)CC1 | 2%
CC(C)CNC(=S)N(CCCN(C)C)Cc1cc2cc3c(cc2[nH]c1=O)OCCO3 | -21%[76.3 µM]
COc1ccc(C(CC(=O)N2CCCC2)c2ccc(F)cc2)cc1 (centres undefined) | 3%
COc1ccc(CCC(C)N2CCC(Oc3ccc(C(=O)N4CCCC4)cc3)CC2)cc1 (centres undefined) | 5%[76.3 µM]
N#Cc1c(-c2ccccc2)cc(-c2cccs2)nc1SCC(=O)O | 0%
Cn1nc(C(C)(C)C)cc1C(=O)NN1CCOCC1 | 7%[76.3 µM]
CCc1ccccc1NC(=O)CCNC(=O)Cn1ccc2ccccc2c1=O | 3%
Fc1ccc(/C=N/Nc2nccnc2Cl)cc1 | -2%[76.3 µM]
COc1cccc(CNc2ccccn2)c1O | -13%[76.3 µM]
Cc1nc2ccccc2n1Cc1ccccc1 | -10%[76.3 µM]
CCCCN1C(=O)C(C)=C(C)C1OCCc1ccc(OC)c(OC)c1 (centres undefined) | -3%[76.3 µM]
CC(=O)Nc1c(-c2ccccc2)c2cc(Br)ccc2[nH]c1=O | -2%[76.3 µM]
O=S1(=O)CCOCCCN1Cc1ccccc1 | -7%[76.3 µM]
COc1cc(/C=N/NC(=O)c2ccncc2)ccc1OCC(=O)Nc1ccc(C)c(C)c1 | 6%
CC1CCN(C(=O)CSc2nc(C(C)C)nc3c2c(=O)n(C)c(=O)n3C)CC1 | 1%[76.3 µM]
CCOC(=O)C1=C(C)N=c2s/c(=C/c3ccc(OCC(=O)O)cc3)c(=O)n2C1c1ccc(SC)cc1 (centres undefined) | -12%[76.3 µM]
COCCNC(=O)CN(CCc1ccccc1)S(=O)(=O)c1ccc(Br)cc1 | 9%[76.3 µM]
Cc1ccc(-n2nc3c(c2NC(=O)C2CC2)CS(=O)(=O)C3)cc1 | 4%[76.3 µM]
COc1ccc(CCC(=O)NNC(=O)Nc2cc(Cl)ccc2C)cc1 | -2%[76.3 µM]
CCN1C(=S)N[C@@H](CCc2ccccc2)C(C(=O)OC)=C1C | -8%&19%[76.3 µM]
N/C(=N\OC(=O)C1CCCCC1)c1ccc(Cl)cc1 | -1%[76.3 µM]
COc1cc(Cl)ccc1OCc1cc(C(=O)N2CCN(c3ccccn3)CC2)no1 | -5%[76.3 µM]
COc1cccc(/C=C2\Oc3cc(OCC(=O)N4CCCC4)ccc3C2=O)c1OC | -13%[76.3 µM]
CS(=O)(=O)C1=NSC2=NC(=O)/C(=C\c3ccc(OS(=O)(=O)c4ccccc4)cc3)C(=N)N21 | -14%[76.3 µM]
Cc1ccc(C(=O)C2=C(O)C(=O)N(Cc3ccco3)C2c2cccc(Br)c2)o1 (centres undefined) | 1%[76.3 µM]
O=C(Nc1sc2c(c1C(=O)O)CCC2)c1cccc(Cl)c1 | 1%
COc1ccc(NC(=O)C(=O)NCCN2CCN(C(=O)c3ccc(C)cc3)CC2)cc1 | -8%

Retrieved by structure from the entries so far (2):
SMILES | GAA glycogen mod
O=C(Nc1sc2c(c1C(=O)O)CCC2)c1cccc(Cl)c1 | 1%
COc1cc(Cl)ccc1OCc1cc(C(=O)N2CCN(c3ccccn3)CC2)no1 | -5%[76.3 µM]

The list continues:
SMILES | GAA glycogen mod
O=C(Nc1cccnc1)c1cc2cc(Br)ccc2o1 | 13%[76.3 µM]
Cc1cc(C)n(Cc2ccc(C(=O)N/N=C/c3ccc(-c4ccc([N+](=O)[O-])cc4)o3)o2)n1 | 0%[76.3 µM]
CCOc1cc(/C=C2\SC(N)=NC2=O)ccc1O | 10µM*
COc1cc(OC)c(OC)cc1/C=C1\CC(C)C/C(=C\c2cc(OC)c(OC)cc2OC)C1=O (centres undefined) | -5%
Cc1ccn2c(C(=O)N/N=C/c3ccc(Cl)cc3)c(C)nc2c1 | -6%
CC(C)c1nnc(NC(=O)CCC(=O)NC2CCCCCC2)s1 | -9%[76.3 µM]
CC#CC(=O)NC1CCCN(C2Cc3ccccc3C2)C1 (centres undefined) | 1%[76.3 µM]
CCOCCCNc1nc(C(F)(F)F)nc2c1nnn2Cc1ccccc1Cl | -1%
O=C(NCCOc1ccc(F)cc1)C1CCC(=O)N(CCc2ccccn2)C1 (centres undefined) | -3%[76.3 µM]
CCOc1ccc(NS(=O)(=O)c2ccc(-c3cnc(C4CC4)o3)cc2)cc1 | -13%[76.3 µM]
CCc1ccc(C(=O)NNC(=O)CCC2CCCCC2)cc1 | 5%
Cc1cc(OC(=O)c2cc(Br)ccc2Cl)c([N+](=O)[O-])c(=O)[nH]1 | 2%[76.3 µM]
COc1ccc(C(=O)Nc2ccncc2)cc1[N+](=O)[O-] | -15%[76.3 µM]
CCOc1ccccc1C(=O)NCC(=O)NCCc1ccc(S(N)(=O)=O)cc1 | 5%
Cc1ccc(S(=O)(=O)CCN2CCC(O)(c3ccccc3)CC2)cc1 | 6%
COc1ccccc1N1CCN(C2CCC(C)CC2)CC1 (centres undefined) | 3%[76.3 µM]
CCn1cc(CCC(=O)NCc2cccc(OC)c2OC)c2ccccc21 | 7%
O=C(Nc1ccccc1Cl)c1ccc2nc(N3CCOCC3)sc2c1 | 16%[76.3 µM]
Cc1cc(OCC(=O)Nc2nccs2)c2c(C)cc(=O)oc2c1 | 3%[76.3 µM]
Cc1nnc(N/N=C/c2cccc(C(F)(F)F)c2)n1N | ?
CCCCn1cnc2c(oc3ccccc32)c1=O | 7%
CCOc1ccccc1CNC(=O)CCc1cn(CC)c2ccccc12 | -9%
COC(=O)c1ccccc1Oc1ccc(NC(=O)c2ccco2)cc1 | -7%
CC(=O)C1=C(O)C(=O)N(c2ccc(O)cc2)C1c1ccccc1[N+](=O)[O-] (centres undefined) | 8%[76.3 µM]
CN(C)CCNC(=O)c1[nH]nc2c1CCc1ccccc1-2 | -3%
O=C(N/N=C/c1ccnc2ccccc12)c1ccccc1O | 8%
Nn1c(SCc2ccc([N+](=O)[O-])cc2)nc2ccccc2c1=O | 3%
COc1c(S(=O)(=O)NCCCn2ccnc2)ccc(Cl)c1Cl | 0%[76.3 µM]
COC(=O)c1cc(S(=O)(=O)NCCc2ccccc2)c[nH]1 | ?
O=C(NCc1ccco1)c1ccc(NS(=O)(=O)c2cccc(F)c2)cc1 | 7%[76.3 µM]

In the list so far, these contain an aryl thioether with sulfur outside any ring.
SMILES | GAA glycogen mod
N#Cc1c(-c2ccccc2)cc(-c2cccs2)nc1SCC(=O)O | 0%
CC1CCN(C(=O)CSc2nc(C(C)C)nc3c2c(=O)n(C)c(=O)n3C)CC1 | 1%[76.3 µM]
CCOC(=O)C1=C(C)N=c2s/c(=C/c3ccc(OCC(=O)O)cc3)c(=O)n2C1c1ccc(SC)cc1 (centres undefined) | -12%[76.3 µM]
Nn1c(SCc2ccc([N+](=O)[O-])cc2)nc2ccccc2c1=O | 3%

More results.
SMILES | GAA glycogen mod
CC1CCN(S(=O)(=O)c2ccc3c(c2)N(CC(=O)NCCCN2CC(C)CC(C)C2)C(=O)CS3)CC1 (centres undefined) | -9%[76.3 µM]
CCN1C(=NCCc2ccc(Br)cc2)N[C@@H](c2ccccc2)[C@H](C(=O)OC)[C@H]1C | 0%[76.3 µM]
COc1cccc(NC(=O)Nc2nnc(Cc3ccc(OC)c(OC)c3)s2)c1 | 1%
Cc1ccc(OCC(O)Cn2c(N3CCCCC3)nc3c2c(=O)[nH]c(=O)n3C)cc1C (centres undefined) | -7%[76.3 µM]
Cc1ccc2nc(CCCc3nc4ccc(C)cc4[nH]3)[nH]c2c1 | 7%[76.3 µM]
O=C(CCCn1c(=S)[nH]c2ccsc2c1=O)NC1CCCCC1 | -9%[76.3 µM]
CC(C)(C)c1ccc(C2=CSC3=NCCN23)cc1 | 1%[76.3 µM]
Cc1ccc(-c2ccc(=O)n(CC(=O)NCC3COCCO3)n2)cc1 (centres undefined) | -1%
COc1ccc(C(CNC(=O)C(C)(C)Oc2ccc(Cl)cc2)N2CCCCC2)cc1 (centres undefined) | 4%[76.3 µM]
CCC(C)c1ccc(NS(=O)(=O)c2c(C)[nH]c(=O)[nH]c2=O)cc1 (centres undefined) | -12%
CN1CCN(C2CCN(S(=O)(=O)c3ccc(C(C)(C)C)cc3)CC2)CC1 | 0%[76.3 µM]
CCn1cc([N+](=O)[O-])c(=O)c2cc(F)c(N3CCOCC3)cc21 | 2%
COc1ccc(C2=NN(C(=O)CCC(=O)O)C(c3ccccc3OC)C2)cc1 (centres undefined) | -4%[76.3 µM]
COc1ccc(NC(=O)CSc2nnc(C)n2C2CCCCC2)cc1 | -8%[76.3 µM]
CCC(=O)Nc1ccc2c(c1)nc(CCN1CCN(c3ccccn3)CC1)n2C | 5%
Cc1ccc(N2CCCC2=O)cc1S(=O)(=O)N1CCOCC1 | 3%[76.3 µM]
CC1=C(C(=O)OC2CCCCC2)C(c2ccccc2)NC(=O)N1 (centres undefined) | 2%[76.3 µM]
Cc1cc(=O)[nH]c2nnc(-c3ccc(Cl)cc3)n12 | 0%
CC(C)N(CC(O)COc1ccc(CC(N)=O)cc1)CC(O)COc1ccc(CC(N)=O)cc1 (centres undefined) | -5%
CC1=CC(C)(C)NC(=S)N1C(C)c1ccccc1 (centres undefined) | -7%
Cc1nn(C(C)C(=O)Nc2ccccc2Cl)c(=O)c2nn(-c3ccccc3)c(C)c12 (centres undefined) | -15%[76.3 µM]
O=C(Nc1ccc(S(=O)(=O)Nc2ccnn2-c2ccccc2)cc1)C(F)(F)F | 8%
O=[N+]([O-])c1cccc(C2(O)COc3ccccc3O2)c1 (centres undefined) | -6%
Oc1ccccc1C1=NN(c2ccccc2)C(c2ccc(F)cc2)C1 (centres undefined) | 3%
COCC(C)NC(=O)c1nn(Cc2ccccc2)c(=O)c2ccccc12 (centres undefined) | -1%[76.3 µM]
CCCn1nc(NC(=O)C(C)(C)C)c2cc3cc(OC)ccc3nc21 | -1%
O=C(Cn1c(=O)n(CC(=O)N2CCCCC2)c(=O)c2sccc21)NCc1ccccc1 | 0%[76.3 µM]
COc1cccc(CN(C(=O)c2cnccn2)C(C(=O)NC2CCCCC2)c2cc(OC)c(OC)c(OC)c2)c1 (centres undefined) | -6%
CC(=O)Nc1ccc(S(=O)(=O)N2C(C)CCCC2C)cc1 (centres undefined) | 0%
COc1ccc(/C=N/Nc2nncn2N)cc1Br | ?

Structural class, the entries above with a COOH group (five)
SMILES | GAA glycogen mod
O=C(O)CCN1C(=O)c2ccc(NC(=O)CCc3ccccc3)cc2C1=O | -10%[76.3 µM]
N#Cc1c(-c2ccccc2)cc(-c2cccs2)nc1SCC(=O)O | 0%
CCOC(=O)C1=C(C)N=c2s/c(=C/c3ccc(OCC(=O)O)cc3)c(=O)n2C1c1ccc(SC)cc1 (centres undefined) | -12%[76.3 µM]
O=C(Nc1sc2c(c1C(=O)O)CCC2)c1cccc(Cl)c1 | 1%
COc1ccc(C2=NN(C(=O)CCC(=O)O)C(c3ccccc3OC)C2)cc1 (centres undefined) | -4%[76.3 µM]

(further entries)
SMILES | GAA glycogen mod
CN(C(=O)c1ccc(Br)o1)C1CCCCC1 | -4%[76.3 µM]
CC1CCCCN1C(=O)CSc1nnc2c(n1)[nH]c1ccccc12 (centres undefined) | 0%
CC(C)Cc1nnc(NC(=O)CCc2ccccc2)s1 | -8%[76.3 µM]
CCN(c1ccccc1)S(=O)(=O)c1ccc(C(=O)N(CCN(C)C)c2nc3c(F)cc(F)cc3s2)cc1 | 2%[76.3 µM]
Cc1nc(Cl)c(C(=O)NCc2ccccc2)c(C)c1[N+](=O)[O-] | 1%
CCc1ccc(OCC(=O)Nc2ccc(S(=O)(=O)Nc3cc(C)on3)cc2)c(Br)c1 | 2%[76.3 µM]
CCCNC(=O)c1cn(CC)c2cc(N3CCN(C(=O)c4ccco4)CC3)c(F)cc2c1=O | 5%[76.3 µM]
O=C(NCCc1ccc(Cl)cc1)C(=O)c1c[nH]c2ccccc12 | -4%
COc1ccccc1C(=O)CSc1nccn1C | -16%
